Bioassay records (PubChem)
ssDAF-12 act = activators of S. stercoralis DAF-12 nuclear receptor. HEK293 ssDAF-12/GRIP1 lit1-tk-luc reporter, luminescence; % of 3 µM dafachronic acid response. activation, % at 6.8 µM. hit rate 1% among 370,000;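 active = activation above the mean over all tested compounds plus 3 SD, cut at about 0.9% in these data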;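 note: 0% = DMSO-only wells and 100% = 3 µM delta7-dafachronic acid wells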
SMARCA2 activ = SMARCA2 function activation, primary screen; MG213 cells, MMTV-luciferase reporter, dexamethasone, overnight; hit rate 1% among 370,000; activation, % at 9.1 µM; in the data active = activation above about 7.8%;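 note: 0% = vehicle wells and 100% = reference activator wells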
sPLA2-III inh = Blocks human group III sPLA2 activity | Q9NZ20 | QFRET BODIPY PC-A2 liposome hydrolysis, fluorescence | inhibition, % at 12.2 µM | hit rate 0.56% among 370,000 | AID 743126;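 active = inhibition above mean plus 3 SD of compounds lying within the high and low control bounds, cut at about 19% in these data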;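 note: 0% = median of test compound wells and 100% = no enzyme DMSO wells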
hgDAF-12 ag = hgDAF-12 agonism, primary luciferase screen; HEK293 GAL4-hgDAF12 UAS-luciferase reporter, agonist luminescence; normalized to butyrate control; AID 687014; hit rate 1.8% among 370,000; activation, % at 6.8 µM;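 active = activation above a cutoff set at the mean of all screened compounds plus 3 SD, cut at about 10% in these data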;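 note: 0% = DMSO wells and 100% = sodium butyrate wells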
hcDAF12 agonist = activators of H. contortus DAF-12 nuclear receptor. HEK293 hcDAF-12 lit1-tk-luc reporter, luminescence; 0% DMSO, 100% Δ7-dafachronic acid. activation, % at 6.8 µM. hit rate 1.4% among 370,000. AID 652067;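 active = activation above the mean of all tested compounds plus 3 SD, cut at about 5.5% in these data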;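 note: 100% = response to 3 µM Δ7-dafachronic acid high control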
NPR1 activator = GC-A (human) enzyme activation | HEK293 GC-A cells, cGMP TR-FRET, EC30 ANP; 0% at EC30 ANP, 100% saturating ANP | activation, % at 10 µM | hit rate 0.14% among 370,000; in the data active = activation above about 40%
FXN GAA850 act = activators of GAA850 frataxin (FXN) promoter; HEK293 lucGAA850 FXN promoter luciferase reporter, 24 h; percent of 10 µM SAHA response; activation, % at 6 µM; hit rate 0.56% among 360,000;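 active = activation above the average of all compounds screened plus 3 SD, cutoff fixed separately per campaign, cut at about 7.5% in these data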;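 note: 0% = DMSO wells and 100% = 10 µM SAHA wells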
DAX1 inh-1 = inhibits human nuclear receptor DAX1. P51843. HEK293 Gal4-DAX1 luciferase reporter, luminescence. inhibition, % at 6.75 µM. hit rate 0.99% among 340,000. AID 504766;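 active = inhibition above the mean over all tested compounds plus 3 SD, cut at about 4.2% in these data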;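 note: 0% = DAX1-transfected cells with DMSO and 100% = empty-vector control cells with DMSO; inhibition shows as a rise in luminescence from relieved DAX1 repression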
GC-B act = GC-B (human) receptor activation; P20594; HEK293-GC-B cells, CNP EC30, cGMP TR-FRET; 0% at EC30 CNP, 100% saturating CNP; activation, % at 10 µM; hit rate 0.11% among 370,000; AID 1920062;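 active = activation at 10 µM reaching about 35% in either raw or pattern-adjusted values, limit read from the data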
Target sequence (P20594 whole entry, looked up): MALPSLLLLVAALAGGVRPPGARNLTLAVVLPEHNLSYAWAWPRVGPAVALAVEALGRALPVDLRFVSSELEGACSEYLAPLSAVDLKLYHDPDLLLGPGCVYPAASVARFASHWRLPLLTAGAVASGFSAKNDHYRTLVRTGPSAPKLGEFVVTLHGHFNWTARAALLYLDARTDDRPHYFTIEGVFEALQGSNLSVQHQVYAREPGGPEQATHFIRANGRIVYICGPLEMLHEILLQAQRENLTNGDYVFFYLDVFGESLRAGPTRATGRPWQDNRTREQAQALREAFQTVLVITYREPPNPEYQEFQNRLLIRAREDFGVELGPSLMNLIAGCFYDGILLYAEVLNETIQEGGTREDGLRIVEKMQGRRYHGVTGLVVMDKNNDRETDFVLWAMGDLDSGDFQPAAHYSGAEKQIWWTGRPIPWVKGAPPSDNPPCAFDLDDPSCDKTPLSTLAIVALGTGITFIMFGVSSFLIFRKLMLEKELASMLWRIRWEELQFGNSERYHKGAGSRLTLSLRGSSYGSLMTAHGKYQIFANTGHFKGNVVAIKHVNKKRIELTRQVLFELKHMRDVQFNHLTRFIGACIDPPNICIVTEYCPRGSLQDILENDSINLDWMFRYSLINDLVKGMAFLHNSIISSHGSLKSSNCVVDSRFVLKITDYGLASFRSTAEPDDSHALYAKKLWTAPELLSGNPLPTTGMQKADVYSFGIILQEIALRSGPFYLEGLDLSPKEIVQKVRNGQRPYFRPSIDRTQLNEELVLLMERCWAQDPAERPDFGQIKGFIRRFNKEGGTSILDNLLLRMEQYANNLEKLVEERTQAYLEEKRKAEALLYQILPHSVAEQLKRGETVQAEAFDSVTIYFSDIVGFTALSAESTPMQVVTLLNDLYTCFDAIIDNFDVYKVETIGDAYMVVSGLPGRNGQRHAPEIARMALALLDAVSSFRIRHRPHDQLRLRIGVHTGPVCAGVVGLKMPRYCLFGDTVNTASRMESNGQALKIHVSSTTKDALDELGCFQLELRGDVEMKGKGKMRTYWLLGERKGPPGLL
ADAM10 inh = inhibitors of human ADAM10; AID 720582; recombinant ADAM10, EDANS/DABCYL FRET peptide cleavage, 3 h; inhibition, % at 7 µM; hit rate 0.62% among 370,000; O14672;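 active = inhibition above a per-campaign cutoff equal to the mean of compounds falling between control-based bounds plus 3 SD, cut at about 20% in these data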;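 note: 0% = DMSO wells while the 100% control is not disclosed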
DAX1 inh-2 = DAX1 (NR0B1) inhibition, primary screen | AID 652010 | HEK293T StAR-luciferase reporter, SF-1/DAX-1 repression relief | inhibition, % at 6.8 µM | hit rate 1.1% among 370,000;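 active = inhibition above the mean over all tested compounds plus 3 SD, cut at about 3.6% in these data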;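 note: 0% = DAX-1 cells with DMSO and 100% = cells lacking DAX-1 with DMSO; higher inhibition means more luminescence from relief of DAX-1 repression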
An asterisk follows results filed as active; . = not tested or not shown.

Each structure is followed by: ssDAF-12 act, SMARCA2 activ, sPLA2-III inh, hgDAF-12 ag, hcDAF12 agonist, NPR1 activator, FXN GAA850 act, DAX1 inh-1, GC-B act, ADAM10 inh, DAX1 inh-2
- COc1ccc(C(=O)OCC(=O)N(C)C2CCS(=O)(=O)C2)cc1S(=O)(=O)N1CCCc2ccccc21 (centres undefined)
 : -0.8, -1, 0, 2.1, 3.6, 0, 1.3, 1.6, 3, 0, -0.2
- CCCCc1c(-c2ccccc2OC)ncn1Cc1ccccc1C
 : -1.6, -7, -12, -1.8, -3.5, -16, ., ., -22, 10, -1.9
- CC1=C(C(=O)O)N2C(=O)C(NC(=O)c3ccc(F)cc3)C2SC1 (centres undefined)
 : -0.8, 4, -5, -1.9, 1.2, 0, -0.4, 0.4, 1, -15, 2.5
- CCC(=O)N1CCN(c2ccc(NC(=O)c3ccc(C#N)cc3F)cc2Cl)CC1
 : -1.2, -4, 9, 0.9, -1.8, 1, -1.2, -1.2, 6, 2, 0.0
- CC(=O)Nc1cccc(/C(C)=N/NS(=O)(=O)c2ccccc2)c1
 : -1.4, 1, 6, -3.2, -2.4, -3, 3.3, ., -1, -1, 0.6
- N/C(=N\OC(=O)c1cccc2ccccc12)c1ccncc1
 : 2.3*, 3, 0, 3.7, 7.5*, -4, 2.3, 3.0, -6, -17, -0.1
- Cc1cccc(N2CCN(C(=O)c3cccc(N4C(=O)C5C6C=CC(C6)C5C4=O)c3)CC2)c1C (centres undefined)
 : -1.3, -4, 6, -1.1, -0.1, 0, -1.7, 0.5, -1, -5, -3.1
- Cc1ccc(N/C=C/C(=O)c2ccco2)c(O)c1
 : -1.5, 0, -5, -0.3, -0.6, 4, 4.9, 6.1*, -7, -1, 0.7
- CN=C1SC(CC(=O)Nc2c(C)cccc2C)C(=O)N1/N=C/c1cccs1 (centres undefined)
 : -1.6, -3, -7, -4.5, -3.2, -3, 0.3, -1.6, -2, 5, -0.7
- CSc1nc(Oc2ccc(=O)[nH]n2)nc(N(C)C)n1
 : -1.4, -2, 14, -0.2, -2.4, 1, 0.6, 1.4, 9, 1, 0.5
- O=C(CSc1ncn[nH]1)N1N=C(c2ccc(Cl)cc2)CC1c1ccco1 (centres undefined)
 : -1.6, -2, -50, -1.0, -1.8, 1, -1.9, 0.4, -5, -6, -0.4
- CCOc1ccc(Cl)cc1-c1cc(C(=O)NC(C)C)[nH]n1
 : -2.0, -1, -2, 1.4, 0.1, 9, -1.5, ., 6, -2, 0.9
- CCCCN1C(=S)SC(C)(C)C1/[N+]([O-])=C/c1ccc(S(=O)(=O)NC)cc1 (centres undefined)
 : -1.7, 1, -5, -1.1, -0.2, -3, 1.8, 1.4, 6, -3, 0.6
- Cc1noc2ncc(C(=O)c3cc(F)ccc3O)cc12
 : -0.2, -1, -1, 0.7, 0.5, 1, -0.2, 0.3, 6, -6, 1.1
- CC(O)(Cc1ccccn1)Cc1ccccn1
 : -1.1, -3, 3, 0.1, 2.1, -3, -0.3, 1.1, 3, -13, 0.0
- COC(=O)c1[nH]c2ccccc2c1NC(=O)C(C)N1CCN(C(=O)c2ccco2)CC1 (centres undefined)
 : -1.1, 0, 1, -0.8, -0.6, 3, 1.8, 0.3, 11, -11, 0.6
- O=C(CN1C(=O)NC2(CCCCCC2)C1=O)c1ccc(OC(F)F)cc1OC(F)F
 : -1.2, 0, -8, -1.7, -0.5, 7, 0.6, -0.1, 9, 1, 0.0
- Cc1cc(NC(=O)CNC(=O)C2CCCCC2)no1
 : -1.0, -2, 1, 0.3, -2.3, 5, 0.6, 1.5, 0, -2, 0.9
- COc1ccc(S(=O)(=O)Cc2ccc(C(=O)NCc3ccco3)o2)cc1
 : -0.4, 0, 8, -5.7, -1.4, 2, -0.6, 3.0, 1, -15, -0.8
- O=C(Nc1cccc(OC(F)(F)F)c1)[C@@H]1O[C@H](CO)[C@H](O)[C@H](O)[C@H]1O
 : -1.4, 1, -2, 1.4, 0.0, 3, -1.1, ., 3, -7, 0.6
- Cc1ccc(C)c(NC(=O)C2CCCN(S(=O)(=O)c3c(C)noc3/C=C/N(C)C)C2)c1 (centres undefined)
 : -1.4, 1, 2, 0.7, -0.7, -2, 1.1, 0.2, -3, 7, -1.2
- COc1ccc(-c2cc(-c3ccccc3)n[nH]2)c(O)c1
 : 0.4, 4, -56, 16*, 3.7, 7, 8.2*, 1.6, -8, 8, 5.5*
- COc1ccccc1CNC(=O)C1CCCN(c2cnccn2)C1 (centres undefined)
 : -0.5, -1, 2, -1.9, -1.2, 1, 1.4, 0.5, -3, -47, -0.5
- Fc1ccccc1Nc1ncnc2c1nnn2Cc1ccccc1
 : -0.9, -3, 6, 0.5, -0.5, 8, 3.0, -0.8, 3, -6, 0.0
- CC(=O)n1c2ccccc2c2c1c1ccccc1n2C
 : 0.0, 3, 3, 3.2, 3.4, -16, 3.1, 0.4, -19, -325, 1.1
- O=C(c1ccc2ccccc2c1)C1CCCN(C(=O)CN2C(=O)CSC2=O)C1 (centres undefined)
 : -1.5, -1, -23, 0.9, -1.4, 2, 2.1, 0.4, 10, -39, 0.1
- CCC(c1nnc(SCC(=O)N2CC3(C)CC2CC(C)(C)C3)o1)N(C)C (centres undefined)
 : -1.2, -1, -7, 1.9, -1.1, 3, 0.3, 0.1, 3, -5, 0.1
- COC(=O)c1sccc1NC(=O)c1c(-c2ccccc2)noc1C
 : -1.3, -3, 4, -1.2, -2.9, -7, 1.6, 0.5, -6, -2, -0.9
- Cc1c(NC(=O)C(C)OC(=O)c2ccc(Br)o2)c(=O)n(-c2ccccc2)n1C (centres undefined)
 : -1.5, -2, -3, -0.3, 0.0, 2, -1.7, 0.9, 3, -4, 0.9
- COc1ccc(Cl)cc1NS(=O)(=O)c1cccc(C(=O)NC2CCN(Cc3ccccc3)CC2)c1
 : -2.0, -4, -39, -4.9, -2.9, -5, -1.7, -1.4, 2, -5, -4.9
- OCCCCCNc1ncnc2ccccc12
 : -1.7, -1, 7, -3.1, -2.0, 6, -1.3, -1.9, 1, -13, -2.7
- CCC1=NN(C(=O)c2cccnc2)C(O)(C(F)(F)F)C1 (centres undefined)
 : -1.0, 6, 2, -1.7, 1.9, 3, 0.1, 1.0, 1, -1, 0.0
- Cc1ccc(-n2c(N)c(-c3nc4ccccc4n3C)sc2=S)cc1
 : 0.1, 2, 9, 1.3, 4.0, 7, 1.5, 0.6, -3, -1, 0.3
- COc1ccc(C2C/C(=N\O)C(C)(C)O2)cc1 (centres undefined)
 : -1.6, 2, 3, -0.7, 2.0, 4, -0.5, 0.9, 5, 2, 0.9
- CC(C)CNS(=O)(=O)c1ccc(Br)cc1N1CCC[C@@H]1CO
 : -0.9, 0, -2, -0.9, -1.2, -7, -0.9, 0.1, -12, -1, -1.6
- C=CCn1c(SCC(=O)Nc2cc(C)on2)nc2sc3c(c2c1=O)CCCC3
 : -0.3, -4, 1, 0.2, 1.2, 2, 1.2, -0.4, 3, -14, 1.1
- COc1ccc(CN2CCC(C(N)=O)CC2)cc1OCc1ccccc1
 : -1.1, 3, 16, -0.4, -1.0, 2, 0.8, 1.1, 3, -5, 0.1
- Cc1ccc(Nc2nc(N)nc(CN3CCN(Cc4ccc5c(c4)OCO5)CC3)n2)cc1Cl
 : -1.9, -5, -22, -1.5, -2.4, -21, -2.4, -1.0, -10, -3, -0.7
- CCN(C(=O)CSc1nnc(COc2ccccc2F)n1N)c1c(N)n(Cc2ccccc2)c(=O)[nH]c1=O
 : -0.3, 5, 3, 1.6, 0.1, 0, 2.1, 0.9, 0, -2, 1.6
- COc1cc(C(=O)N2CCN(C(=O)CC(C)C)CC2)cc(OC)c1OC
 : -0.6, -2, 14, 2.9, 1.5, 1, 4.1, 0.1, -5, -3, 0.5
- O=C(NC1CCOc2ccccc21)c1ccccn1 (centres undefined)
 : 0.3, 3, 3, 1.6, 5.8*, 4, 1.3, -0.1, -1, 1, 0.0
- Cn1c(SCC(=O)c2ccccc2)nnc1-c1cccc(N)c1
 : -0.3, 2, -6, 6.5, 4.9, 1, 2.0, 1.2, -2, 6, 1.8
- Cc1nc(SCC(O)CO)c([N+](=O)[O-])[nH]1 (centres undefined)
 : -1.0, -1, 0, 4.5, -0.7, 4, -0.3, 0.2, -3, 10, -1.3
- C[C@H]1CN([C@@H](C)CO)C(=O)CCCn2nncc2CO[C@@H]1CN(C)S(=O)(=O)c1ccc2ccccc2c1
 : -0.9, -2, -3, 1.4, 0.1, 3, 1.9, -0.3, 0, -11, 0.1
- Cc1n[nH]c(C)c1S(=O)(=O)NCCc1c[nH]c2ccccc12
 : -0.5, -3, -33, -2.4, 1.2, 7, ., ., -4, -12, 0.3
- COc1cccc(CN(C)C[C@@H]2OCc3ccccc3-c3c(n(C)c4ccccc34)C(=O)N([C@@H](C)CO)C[C@H]2C)c1
 : -0.9, -7, -11, -1.1, 1.0, -10, -2.2, 1.0, -5, -1, -0.4
- CCOc1ccccc1NC(=O)N1CCC(NC(=O)C2CCCCC2)CC1
 : -0.7, -2, -2, 0.3, -1.2, 4, 0.3, -0.1, 7, -1, -0.4
- Cc1ccc(SCC(=O)NCCN2C(=O)CSC2=O)c(C)c1
 : -1.1, -1, -7, -0.4, -3.6, -5, -0.7, 0.4, 1, 0, -0.4
- O=[N+]([O-])c1ccc(Cl)cc1C=NNc1ccccn1
 : -0.8, -1, -1, 1.4, 2.2, -5, -2.3, 1.0, -2, -8, 0.5
- CCOC(=O)c1ccc(NC(=O)CSc2nc3c(c(=O)n2CC)SC(C)C3)cc1 (centres undefined)
 : -1.4, -5, 0, -2.3, -0.1, -5, -0.9, -1.0, 3, -1, -2.2
- COc1ccc(N(CC(=O)N/N=C/c2ccc(OC3CSC3)cc2)S(=O)(=O)c2ccccc2)cc1
 : -1.1, -3, -3, 1.1, 4.0, 1, 3.8, 0.4, 1, -2, -0.6
- CCOc1cc(CN2CCOCC2)cc(C(C)=O)c1
 : -1.2, -2, 5, -2.3, -1.0, ., 3.7, -0.4, ., -5, 0.0
- CC(C)NC(=O)c1ccccc1NC(=O)CCS(=O)(=O)Cc1ccccc1
 : 0.0, 1, -2, 0.3, -0.3, 0, -2.2, 0.2, 1, 9, -0.5
- Cc1ccc(C2CC(=O)NC(SCC(N)=O)=C2C#N)s1 (centres undefined)
 : -1.2, -2, -3, -1.9, -0.7, ., -1.4, -1.2, ., -6, -0.1
- Nc1nc(NC(=O)c2cccnc2)nn1-c1ccccc1
 : -0.4, 1, 6, 0.8, -0.4, -1, -2.2, 0.0, -4, 9, 0.0
- O=C(NCC(=O)N1CCN(S(=O)(=O)c2ccc3c(c2)OCCO3)CC1)c1ccccc1F
 : -1.6, -1, 5, -3.9, 2.0, 0, -0.4, -0.2, 0, -6, -1.4
- Cc1c(C(=O)OCC(=O)Nc2ccc(C(N)=O)cc2)cccc1[N+](=O)[O-]
 : -2.2, -5, 4, -4.2, -3.9, -1, 1.4, -1.9, -7, -4, -1.2
- O=C(Nc1ncc(Cc2ccc(SC(F)F)cc2)s1)c1ccc(OC(F)F)cc1
 : -0.3, -4, 12, 3.1, -2.1, 4, -4.1, 2.7, -2, -6, 0.4
- O=S(=O)(Nc1nnc(C2CC2)s1)c1ccccc1
 : -1.2, -2, -4, 0.3, -0.6, -1, -1.6, 0.0, 1, 0, 0.1
